GoLoco inh red = blocks human Gai1 binding to RGS12 GoLoco peptide, red readout. P63096. AID 880. 230,000 tested, 0.44% active. Gai1:RGS12 GoLoco peptide FP, rhodamine, 10 min. Potency, µM (series often up to 61.6 µM), inactives show at the top dose activity, negative = inhibition, hits mostly inhibitors; active = well fitted inhibition curve with a large enough effect, not every such curve was filed as active; inactive = no such curve, though single readings can be large or run the other way; note: % is set by controls: 0 for no effect and ±100 for the full control effect; nearly all actives have a fitted effect of over 30% in size; many of its hits are not listed in these tables
Target sequence (P63096 whole entry, looked up): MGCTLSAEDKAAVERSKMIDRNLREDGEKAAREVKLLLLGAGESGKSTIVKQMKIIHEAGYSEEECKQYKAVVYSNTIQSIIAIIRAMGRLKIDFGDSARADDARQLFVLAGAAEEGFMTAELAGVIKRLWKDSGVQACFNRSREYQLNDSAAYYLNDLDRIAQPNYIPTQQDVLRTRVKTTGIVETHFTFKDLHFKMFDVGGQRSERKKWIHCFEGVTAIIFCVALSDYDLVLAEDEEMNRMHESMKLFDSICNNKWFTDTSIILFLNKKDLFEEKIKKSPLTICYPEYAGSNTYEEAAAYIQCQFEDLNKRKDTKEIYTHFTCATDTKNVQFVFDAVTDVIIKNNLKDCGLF
GLA spleen mod = inhibitors or activators of human alpha-galactosidase in spleen homogenate; human spleen homogenate, 4MU-alpha-Gal fluorescence, 40 min; Potency, µM (highest dose often 80 µM), for the others: top-dose activity change, negative = inhibition, actives largely listed as inhibitors; 240,000 tested, 0.008% active;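 note: 0% = enzyme with vehicle and -100% = no enzyme basal signal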
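Human spleen homogenate (1 ug) was the enzyme source, with 4-methylumbelliferyl-alpha-D-galactopyranoside (1 mM final) in pH 5.0 citrate buffer with 0.01% Tween-20. Compounds were titrated; after 40 min at 37C, NaOH/glycine stop, 4-MU fluorescence read; AC50 from Hill fits.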
aGlu spleen mod = inhibits or activates alpha-glucosidase in human spleen homogenate | P10253 | human spleen homogenate, 4-MU-alpha-glucoside fluorescence | Potency, µM (top dose mostly 79.9 µM), for the others: at the top dose activity change, negative = inhibition, hits mostly inhibitors | 240,000 tested, 0.006% active;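 note: 0% = enzyme with vehicle and -100% = no enzyme basal signal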
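Enzyme source: human spleen homogenate, 1 ug/well. Buffer 50 mM citric acid/K phosphate pH 5.0, 0.01% Tween-20. 4-MU-alpha-glucoside 1 mM; 37 C x 40 min; NaOH/glycine stop; fluorescence.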
GAA inhib = alpha-glucosidase (human) inhibition. purified human GAA, 4-MU-alpha-glucoside fluorescence. Potency, µM (highest dose often 76.9 µM), for the others: at the top dose activity change, negative = inhibition, hits mostly inhibitors. 200,000 tested, 0.005% active;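 note: plate controls were uninhibited enzyme wells for no effect and no-enzyme background for full effect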
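Human enzyme at 4 nM with 400 uM 4-methylumbelliferyl-alpha-D-pyranoside, citrate/phosphate buffer pH 5.0, 0.005% Tween-20, 20 min at room temperature. Compounds up to 77 uM. 4-MU fluorescence (Ex 365/Em 440) read after NaOH/glycine stop; AC50 from Hill fit.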
GAA glycogen = inhibitors or activators of human alpha-glucosidase glycogen cleavage; recombinant GAA, glycogen substrate, Amplex Red glucose oxidase fluorescence; Potency, µM (titrated, usually from 76.4 µM), for inactives: at the top dose activity change, negative = inhibition, hits mostly inhibitors; 300,000 tested, 0.38% active; AID 2100;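 note: 0% = full enzyme reaction and -100% = no-enzyme basal signal; the screen sought inhibitors and activators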
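Recombinant human enzyme (4 nM); glycogen substrate; 37 C, 40 min, pH 5.0. Readout: coupled glucose oxidase/Amplex Red fluorescence.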
ALDH1A1 block = ALDH1A1 (human) enzyme inhibition. P00352. Purified ALDH1A1, NADH fluorescence, propionaldehyde substrate. Potency, µM (top dose mostly 75.3 µM), without a hit: top-dose activity, negative = inhibition, most hits filed as inhibitors. 220,000 tested, 7.3% active. AID 1030; active = well fitted inhibition curve with a large enough effect, not every such curve was filed as active; inconclusive = small, poorly fitted or top-dose-only effect, or another doubt; inactive = no such curve, though single readings can be large or run the other way;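 note: plate controls were no enzyme wells and a reference inhibitor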
Target sequence (P00352 whole entry, looked up): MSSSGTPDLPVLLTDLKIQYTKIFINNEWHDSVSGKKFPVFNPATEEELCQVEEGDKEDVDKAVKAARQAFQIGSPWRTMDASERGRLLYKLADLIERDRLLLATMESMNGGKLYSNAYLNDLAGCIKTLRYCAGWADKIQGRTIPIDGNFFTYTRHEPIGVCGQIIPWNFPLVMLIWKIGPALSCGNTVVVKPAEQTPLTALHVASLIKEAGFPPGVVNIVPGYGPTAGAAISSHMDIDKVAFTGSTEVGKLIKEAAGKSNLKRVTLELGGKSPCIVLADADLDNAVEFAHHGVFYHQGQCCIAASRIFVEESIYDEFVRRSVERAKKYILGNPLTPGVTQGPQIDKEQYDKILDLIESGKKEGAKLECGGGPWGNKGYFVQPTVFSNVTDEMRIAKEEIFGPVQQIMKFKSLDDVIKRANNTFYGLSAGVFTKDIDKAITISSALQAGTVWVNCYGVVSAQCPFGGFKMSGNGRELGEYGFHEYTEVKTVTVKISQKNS
KDM4E inh = JMJD2E (human) inhibition. Potency, µM (doses to about 57.1 µM), without a hit: top-dose activity change, negative = inhibition, usual class: inhibitors. 230,000 tested, 1.6% active. AID 2147. B2RXH2. JMJD2E catalytic domain, FDH-coupled NADH fluorescence (FDH is formaldehyde dehydrogenase); active = well fitted inhibition curve with a large enough effect, not every such curve was filed as active; inconclusive = small, poorly fitted or top-dose-only effect, or another doubt; inactive = no such curve, though single readings can be large or run the other way;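 note: 0% = wells with enzyme and -100% = buffer wells without enzyme; nearly all actives have a fitted effect of over 50% in size; many of its hits are not listed in these tables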
SMN2 splice enh = SMN2 splice variant enhancement; Potency, µM (series often up to 46.1 µM), without a hit: at the top dose activity change, positive = activation, hits mostly activators; HEK293 SMN2-luciferase splicing reporter, luminescence, 30-36 h; 210,000 tested, 2.8% active; note: % of control where 0% means no effect; nearly all actives have a fitted effect of over 55% in size
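qHTS luciferase splicing reporter: luminescence rises when SMN2 exon 7 is included in transfected HEK293 cells. Compound exposure lasted 30-36 h at 37C, with 4.5 mM final sodium butyrate as control, followed by a ONE-Glo read.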
* = called active by the depositor; ? = inconclusive; . = not tested or not shown; [ ] = dose if it differs, or a comment. Unless noted, calls come from the whole dose curve; as a rule, active = well fitted curve in the direction sought with a large enough effect; inconclusive = small, poorly fitted or top-dose-only effect, or another doubt; inactive = no such curve, though single readings can be large; an effect the other way counts as inactive or inconclusive. Potency is the fitted concentration of half-maximal effect.

aGlu spleen mod | SMN2 splice enh | GoLoco inh red | KDM4E inh | ALDH1A1 block | GAA glycogen | GAA inhib | GLA spleen mod | mol
2% | -29% | 5% | 5% | -41% | 6% | -6% | -1% | CCCC(C)NS(=O)(=O)c1ccccc1 (stereo not given)
1% | 3% | -5% | ? | ? | ? | ? | -2% | COc1ccc(C2NC(=S)NC3=C2CCc2cc(OC)ccc23)cc1 (stereo not given)
-1% | 7% | 5% | -10% | 3% | 6% | -1% | -1% | COc1ccc(CCNC(=O)COC(=O)CCC(=O)c2ccc(F)cc2)cc1
-9% | 11% | -1% | 8% | 5% | 1% | -7% | 19% | C/C(=N/n1cnnc1)c1cccnc1
-7% | 4% | 2% | ? | -1% | -4% | 2% | -8% | Cc1cccc(OCC(=O)Nc2ccccc2C(=O)N2CCOCC2)c1
-7% | 4% | 7% | 8% | -8% | 20% | -4% | -6% | Cc1ccc(CCNC(=O)C2CCC(CNc3c(N4CCCC4)c(=O)c3=O)CC2)cc1 (stereo not given)
-5% | 4% | 3% | 3% | 20% | 0% | -6% | -1% | Cc1cc(C)c(NC(=O)C(C)Sc2nc3ccc(N4C(=O)c5ccccc5C4=O)cc3s2)c(C)c1 (stereo not given)
-12% | -4% | 2% | -16% | ? | -11% | -15% | 5% | CC(=O)C1=C(C)NC(SCC(N)=O)=C(C#N)C1c1cccnc1 (stereo not given)
0% | 21% | -10% | -9% | 0% | 5% | -4% | -2% | O=C(Cn1cncc1-c1ccc([N+](=O)[O-])cc1)Nc1ccccc1F
2% | 13% | -10% | 10% | -9% | 2% | -3% | 2% | COc1ccc(CC(=O)Nc2c3c(nn2-c2ccccc2C)CS(=O)C3)cc1 (stereo not given)
-1% | -66%[inhibitor] | -5% | -2% | 9% | -3% | ? | -3% | COc1ccccc1NS(=O)(=O)c1ccc2oc(SCc3ccc(F)cc3)nc2c1
8% | 0% | 15% | 7% | -5% | -10% | -4% | -5% | S=C(NCc1cccnc1)Nc1ccc(Cl)cc1Cl
-2% | 13% | 3% | -5% | 10µM* | 5% | -9% | 2% | COc1cccc(NC(=O)CN2CCN(c3ccccc3F)CC2)c1
-1% | 9% | 5% | 9% | 2% | 9% | -4% | -6% | O=C(CNC(=O)c1ccccc1F)N/N=C/c1cn[nH]c1-c1ccccc1
-6% | -8% | 1% | -5% | -6% | 4% | 6% | -20% | CCCSc1nc(SCC(=O)NCc2ccccc2)c2c3c(sc2n1)COC(C)(CC)C3 (stereo not given)
-3% | 18% | 0% | 8% | 11µM* | 5% | 11% | 2% | O=C(CSc1nnnn1C1CCCC1)Nc1ccc2c(c1)OCO2
0% | -15% | 4% | 14% | 13% | 0% | 2% | -2% | COC(=O)c1ccc(Cl)c(NC(=O)c2ccc(-c3ccccc3)cc2)c1
-10% | -17% | -1% | -7% | 10% | -7% | -5% | -4% | CS(=O)(=O)N1CCc2cc(S(=O)(=O)Nc3ccc4oc5c(c4c3)CCCC5)ccc21
7% | -21% | 126%[activator] | -1% | ? | -8% | -10% | 14% | Cc1cc(C)nc(Sc2ccc(/C=C(\C#N)C(=O)Nc3ccccc3)o2)n1
-12% | ? | 2% | -4% | -7% | 2% | -11% | -8% | COc1ccc2c(CC(=O)OCC(=O)Nc3cc(C)c(C)cc3[N+](=O)[O-])coc2c1
4% | 16% | -4% | 0% | 3% | -6% | -4% | 5% | CC1(C(=O)N(Cc2ccccc2)Cc2ccccc2)CC1(Br)Br (stereo not given)
-5% | -16% | 10% | 0% | ? | -1% | -1% | 6% | O=C(Nc1ccccc1)c1nnn(Cc2ccccc2)c1NC(=O)C(F)(F)F
0% | 17% | 36%[activator] | ? | ? | 6% | 14% | -5% | Cc1ccc(Cl)cc1NC(=O)COC(=O)c1ccc(COc2ccc3c(C)cc(=O)oc3c2)cc1
5% | 21% | -16% | 5% | ? | 11% | 0% | -2% | Cc1c(NC(=S)NC(=O)Cc2ccccc2)cccc1C(=O)O
1% | -2% | 12% | ? | 5% | -1% | -8% | 5% | COc1cccc(C(=O)Nc2ccc(C(=O)NCC(C)C)cc2)c1
-15% | -5% | 10% | 3% | 6% | 1% | -6% | -15% | CSc1ncc(C(=O)O)c(C)n1
12% | . | 19% | -9% | ? | -14% | -2% | 10% | COc1ccc(CC(=O)NCc2n[nH]c(=S)n2C)cc1
3% | -40%[inhibitor] | 12% | 6% | ? | 9% | 5% | 14% | Cc1cc(Br)ccc1SCC(=O)OCC(=O)N1CCN(C(=O)c2ccco2)CC1
10% | -8% | 4% | -1% | 3% | 9% | -4% | 0% | O=C(Nn1cnnc1)c1ccc(Br)s1
-3% | -12% | 7% | ? | 5% | 7% | -1% | -2% | C#CCOCCOCCOCCNc1nc(N2CCN(C(=O)[C@H]([C@@H](C)O)n3cc(CCCCN)nn3)CC2)nc(N2CCN(C(=O)[C@H](Cc3ccc(O)cc3)n3cc(CCO)nn3)CC2)n1
-4% | -4% | 74%[activator] | 5% | ? | -10% | 7% | -3% | CCN(CC)S(=O)(=O)c1ccc(NC(=O)COC(=O)c2ccc(-n3nc(C)cc3C)cc2)cc1
-4% | 16%[1.84 µM] | -29% | -2% | 3% | 2% | 2% | -3% | Cc1cccc(Nc2nc(N3CCN(C)CC3)nc(N)c2[N+](=O)[O-])c1
0% | . | 6% | -1% | . | 4% | . | -3% | CC(=O)Nc1cccc(-n2nnc(SCC(=O)Nc3ccc(F)c(Cl)c3)n2)c1
3% | -11% | 181%[activator] | -9% | -2% | -8% | -3% | 4% | Cc1ccc(NC(=O)COC(=O)c2ccc3c(c2)OCCO3)cc1S(=O)(=O)N1CCOCC1
. | -6% | -1% | -5% | 13% | -6% | 6% | -3% | O=C(NCc1cccnc1)C(=O)NCC(c1ccco1)N1CCOCC1 (stereo not given)
-16% | 2% | 2% | -4% | -9% | -6% | -4% | -2% | COCCCN1C(=O)C(=O)/C(=C(/O)c2ccc(OC)cc2C)C1c1cccnc1 (stereo not given)
-1% | 21% | 37%[activator] | -10% | -7% | 0% | ? | -3% | Cc1oc(/N=C/c2ccc(Cl)cc2)c(C#N)c1C
-3% | -6% | 0% | -10% | ? | 14% | -4% | -9% | CN(CC(=O)NCCN1CCCCCC1)S(=O)(=O)c1cccc2nsnc12
8% | -9% | 6% | -10% | 0% | -3% | -6% | 6% | COc1cccc(C(=O)Nc2ccc3nc(N4CCOCC4)cc(C)c3c2)c1
10% | . | 13% | 7% | . | 2% | 0%[15.4 µM] | 7% | O=C(O)c1ccc(C(=O)C(=O)c2ccccc2)cc1
2% | ? | 6% | ? | ? | 6% | 2% | 6% | CCC(C)NCC(=O)Nc1ccc(-c2nc3cc(NC(=O)CNC(C)CC)ccc3o2)cc1 (stereo not given)
-6% | . | . | -2% | 1% | -11% | -1% | 0% | COc1ccc(-c2noc(CSc3ccccc3)n2)cc1OC
-1% | . | 1% | -6% | . | -10% | . | 8% | O=C(CSC1CN(C(c2ccccc2)c2ccccc2)C1)N/N=C/c1ccc(Cl)cc1Cl
1% | 16% | -6% | -1% | 7.9µM* | 10% | -14% | 5% | CC1CC(C)CN(Cc2nc3c(c(=O)n(C)c(=O)n3C)n2CCN2CCOCC2)C1 (stereo not given)
4% | . | -3% | ? | ? | -4% | -15% | 9% | Cc1cc(C)c2c(c1)c(C)cc1nnc(SCC(=O)NCc3ccco3)n12
1% | -11% | -7% | -3% | -10% | 4% | 3% | 1% | Cc1ccc(S(=O)(=O)NCC2(c3ccccc3)CCOCC2)cc1
10% | -12% | 0% | 5% | ? | -26% | -6% | 15% | CCCCSC1=C(C#N)C(c2ccccc2C)C(C(=O)OCC)C(=O)N1 (stereo not given)
-2% | -1% | 0% | ? | ? | ? | -1% | -6% | CCOC(=O)CNC(=O)CSc1nnc(-c2ccco2)n1Cc1ccco1
3% | . | 10% | ? | -11% | 0% | 7% | 3% | CCn1c(/C=C/c2c[nH]c3ccccc23)nc2ccccc2c1=O
-5% | -7% | 4% | -3% | -1% | 8% | -3% | -10% | O=C1CC(SC(=Nc2ccccc2)Nc2ccccc2)C(=O)N1c1cccc2ccccc12 (stereo not given)
-18% | . | -2% | -1% | . | -7% | . | 3% | COc1ccc(C(=O)C2CCCN(Cc3ccc4nonc4c3)C2)c(C)c1 (stereo not given)
5% | . | -4% | 28µM* | ? | 0% | -2% | 3% | COc1ccc(CN2CCC(N(CCc3ccccc3)Cc3ccccc3)CC2)c(OC)c1
-2% | 8% | -5% | ? | -15% | 5% | -4% | -1% | O=C(O)C1CSC(CCc2ccccc2)N1 (stereo not given)
-1%[29.1 µM] | -3%[20.6 µM] | 0%[21.6 µM] | -28%[25.5 µM] | -6%[20.9 µM] | . | . | -8%[29.1 µM] | O=c1cc(-c2ccc(O)cc2)oc2c([C@H]3O[C@@H](CO)[C@@H](O)[C@@H](O)[C@@H]3O)c(O)cc(O)c12
-3% | -7% | 12% | ? | -11% | -7% | -6% | 1% | O=C(N/N=C/c1c[nH]c2ccc(Br)cc12)c1ccn(Cc2ccc(Cl)cc2Cl)n1
5% | -14% | -5% | 0% | -6% | -14% | -1% | 10% | COc1ccc(Cc2nc(C(=O)NCc3ccccc3OC)cs2)cc1
5% | 8% | 12% | 0% | -11% | 7% | -1% | 5% | Cc1cccc(/C(N)=N/OC(=O)Cc2cccc3ccccc23)c1
-4% | -4% | -7% | -6% | 22µM* | 1% | ? | -10% | CC(C)CSc1ncc(-c2cccc(C(F)(F)F)c2)cn1

Of the compounds above, these contain a CF3 group:
aGlu spleen mod | SMN2 splice enh | GoLoco inh red | KDM4E inh | ALDH1A1 block | GAA glycogen | GAA inhib | GLA spleen mod | mol
-5% | -16% | 10% | 0% | ? | -1% | -1% | 6% | O=C(Nc1ccccc1)c1nnn(Cc2ccccc2)c1NC(=O)C(F)(F)F
-4% | -4% | -7% | -6% | 22µM* | 1% | ? | -10% | CC(C)CSc1ncc(-c2cccc(C(F)(F)F)c2)cn1

A portion of the library, so the mix of outcomes need not match the whole.
